Assay outcomes deposited in PubChem by Broad Institute.
F508del corr = correctors of CFTR F508del function in bronchial epithelial cells; AID 720511; CFBE cells, YFP halide quenching; stimulated with forskolin plus potentiator P3; % fluorescence drop versus neutral controls; 0.36% of 350,000 active; activity (quench increase), % at 7.58 µM;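 active = mean added fluorescence quench of at least 8% versus neutral control, with both replicates also reaching 8%; inconclusive = only one of the mean or replicate conditions met; inactive = mean below 8% and not both replicates reaching 8%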;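 note: cells transiently co-express mutant CFTR-F508del with the halide-sensitive YFP; corrector assay measuring rescue of mutant channel to the surface after 24 h compound exposure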
DENV2 CPE = inhibitors of DENV2 cytopathic effect | AID 651640 | 1.7% of 350,000 active | DENV2-infected cells, cytopathic effect rescue, plate reader | CPE inhibition, % at 9.99 µM; in the data active = CPE inhibition above about 20%, passing the limit was not always enough; inconclusive = no clear call, values can overlap the other calls; tested in BHK-21 cells;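 note: 0% = median of neutral control wells and 100% = median of positive control wells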
ERp5 inh = inhibitors of human ERp5; Q15084; ERp5 insulin aggregation, absorbance 650 nm, 90 min; inhibition, % at 9.99 µM; 0.05% of 350,000 active;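 active = mean replicate inhibition above about 25%, with every replicate also reaching it, limit read from the data, passing the limit was not always enough; inconclusive = only one of those two criteria met; inactive = neither criterion met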
Target sequence (Q15084 whole entry, looked up): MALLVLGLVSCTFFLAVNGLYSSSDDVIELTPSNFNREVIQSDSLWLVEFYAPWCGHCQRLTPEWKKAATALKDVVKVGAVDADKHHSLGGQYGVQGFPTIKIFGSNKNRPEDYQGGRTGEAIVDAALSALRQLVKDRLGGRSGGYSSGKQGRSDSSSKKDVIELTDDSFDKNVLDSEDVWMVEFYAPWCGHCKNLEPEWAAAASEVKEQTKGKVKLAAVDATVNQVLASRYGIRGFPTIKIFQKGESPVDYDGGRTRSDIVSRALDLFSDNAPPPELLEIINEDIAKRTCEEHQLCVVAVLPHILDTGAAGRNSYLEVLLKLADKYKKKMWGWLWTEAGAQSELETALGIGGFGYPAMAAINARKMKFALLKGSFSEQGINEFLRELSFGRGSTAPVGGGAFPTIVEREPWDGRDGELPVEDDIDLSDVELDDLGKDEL
EWS-Fli block = EWS/Fli transcriptional activity inhibition. A673 NR0B1-luciferase reporter, viability-normalised. inhibition, % at 12.6 µM. 0.67% of 350,000 active. AID 651661;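 active = mean inhibition of at least 50% after viability correction, with every replicate also passing that limit; inconclusive = mean reaches 50% but only one of two replicates passes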;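 note: firefly luciferase signal divided by Alamar Blue viability fluorescence both relative to DMSO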
PAX8 inh HTS = PAX8 transcriptional activity inhibition; 1.2% of 360,000 active; RMG-I TPO-luciferase reporter, SteadyGlo, 24 h; AID 652154; inhibition, % at 12.6 µM;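 active = mean replicate inhibition at least 60% with every replicate also reaching 60%; inconclusive = only one of the two criteria is met; inactive = mean below 60% and not all replicates reaching 60%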;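 note: luciferase light reporting Pax8 driven TPO promoter activity; plate controls were median of neutral control wells for no effect and mitoxantrone controls for full effect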
INS-1E GSIS act = GLuc luminescence reporter in INS-1E cells, primary screen for activators of glucose-dependent secretion of insulin | INS-1E GLuc reporter insulin secretion, 2-3 h | activation, % at 16.6 µM | AID 743287 | 0.61% of 370,000 active;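 active = lowest replicate activation of at least 40%, so every replicate reaches that level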;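 note: 0% = median of neutral control wells and 100% = median of IBMX positive control wells; some compounds called inactive have numbers as strong as hits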
Xi reactivation = X-chromosome reactivation activator; activation, % at 7.58 µM; 0.055% of 360,000 active; XiGFP mouse fibroblasts, % GFP-positive cells imaging, 3 d; cells co-treated with 5-aza-dC sensitizer; scaled so ellipticine positive control = 100%;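 active = mean normalized replicate activation at least 10% and every replicate at or above 10%; inconclusive = only one of the two criteria met; inactive = mean below 10% and not all replicates reach 10%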;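 note: 0% = median of on-plate neutral control wells and 100% = ellipticine 6 µM median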
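Material: XiGFP fibroblasts, SV40-immortalized. Buffer or medium: DMEM plus 5-aza-dC sensitizer. Compound: single concentration per compound, delivered by pin transfer. Times: 3 days compound exposure. Controls: ellipticine 6 µM.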
ARNT TACC3 PPI = disrupts binding between human ARNT and TACC3. Q9Y6A5. AlphaScreen His-ARNT PAS-B/GST-TACC3 binding, luminescence; TACC3 fragment carries E629A point mutation. inhibition, % at 9.99 µM. 0.66% of 390,000 active. AID 623870;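 active = mean inhibition of replicates at least 50% and at least half of replicates each reaching 50%; inconclusive = half or more replicates reach 50% but mean below 50%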;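 note: 0% = complete ARNT plus TACC3 wells and 100% = ARNT alone without TACC3; many hits fall short of the cut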
* hit, by the source's call; ? = inconclusive; · = no result given; & = joins results of further samples.

1: COc1cc(/C=C(\C#N)C(=O)NC2CCCCC2)ccc1OCc1ccc(C(=O)O)cc1
2: NC(=O)c1nsc(C(=O)N(c2ccccc2)C(C(=O)NCC2CCCO2)c2cccs2)c1N (stereo not drawn)
3: O=C(CNc1ccccc1)N/N=C/c1c(O)ccc2ccccc12
4: O=C(C[C@@H]1C/C=C\CC[C@@H](Cc2ccc(F)cc2)C(=O)OC[C@@H](Cc2ccccc2)NC1=O)NCCO
5: CCCn1c(N)c(C(=O)CSc2nnc3ccccn23)c(=O)n(C)c1=O
6: S=C(NCc1cccnc1)Nc1ccc(Cl)cc1Cl
assay / compound | 1 | 2 | 3 | 4 | 5 | 6
F508del corr | 2.7 | -1.8 | -0.4 | 2.1 | -2.3 | -1.5
DENV2 CPE | 1 | -1 | -6 | 18 | -8 | -3
ERp5 inh | -1 | -1 | 0 | 3 | -3 | 3
EWS-Fli block | -9 | -1 | 0 | -2 | -10 | 0
PAX8 inh HTS | -7 | 19 | 8 | -9 | 6 | -1
INS-1E GSIS act | -43 | 5 | -29 | -4 | 44 | 9
Xi reactivation | 0.0 | 0.9 | -0.1 | 0.0 | 0.0 | 0.2
ARNT TACC3 PPI | 9 | -3 | · | 2 | -5 | -11

7: O=C(Nc1ccccc1N1CCOCC1)c1cccc(NS(=O)(=O)c2ccc(F)c(F)c2)c1
8: C[C@H]1CCCCO[C@@H](CN(C)C(=O)Nc2cccc3ccccc23)[C@@H](C)CN([C@@H](C)CO)C(=O)c2cc(NS(=O)(=O)c3ccc(F)cc3)ccc2O1
9: Cc1ccc(NC(=O)C2CCN(S(=O)(=O)c3c(C)noc3/C=C/N(C)C)CC2)cc1
10: CC(C)Cc1nnc(NC(=O)CCC(=O)N2CCCCC2)s1
11: COc1ccc(-c2cc(=O)c(C(=O)c3ccc(C)cc3)n[nH]2)cc1
12: Cc1noc(C)c1NC(=O)Nc1ccc2c(c1)C(=O)N([C@@H](C)CO)C[C@@H](C)[C@H](CN(C)S(=O)(=O)c1ccccc1)O2
assay / compound | 7 | 8 | 9 | 10 | 11 | 12
F508del corr | 2.5 | -1.5 | 0.5 | -3.0 | 1.1 | -3.0
DENV2 CPE | -6 | ? | -6 | -2 | -1 | ·
ERp5 inh | 6 | 0 | 1 | -4 | 1 | ·
EWS-Fli block | 4 | 7 | 1 | 0 | -4 | -6
PAX8 inh HTS | -6 | -4 | -13 | 1 | -15 | ·
INS-1E GSIS act | -8 | -7 | 20 | -2 | 8 | 22
Xi reactivation | 0.1 | 0.2 | 0.0 | 0.1 | 0.0 | -0.5
ARNT TACC3 PPI | -4 | -5 | 0 | 8 | -8 | ·

13: C[C@@H]1CN([C@@H](C)CO)C(=O)c2cc(C#Cc3ccccc3F)cnc2O[C@@H]1CN(C)C(=O)C1CCCCC1
14: CCCN1C(=O)/C(=C\c2nc3ccccc3c(=O)[nH]2)c2ccccc21
15: COc1ccc(NC(=O)Nc2ccc(C(=O)N3CCOCC3)cc2)cc1OC
16: OCCC1CN(Cc2cn[nH]c2C2CCCCC2)CCN1C1CCCC1 (stereo not drawn)
17: C[C@H]1CN([C@@H](C)CO)C(=O)c2cc(NC(=O)CCC(F)(F)F)ccc2O[C@@H]1CN(C)Cc1ccc2c(c1)OCO2
18: CCN1C(=O)[C@H]2[C@@H](c3ccc(-c4ccccc4)cc3)N[C@@](C)(C(=O)OC)[C@H]2C1=O
assay / compound | 13 | 14 | 15 | 16 | 17 | 18
F508del corr | -0.9 | -4.4 | 1.0 | 2.4 | -1.8 | -2.7
DENV2 CPE | 8 | · | -8 | 1 | · | 4
ERp5 inh | 2 | 1 | 10 | 10 | · | -1
EWS-Fli block | 7 | 12 | 2 | 4 | -8 | -6
PAX8 inh HTS | 28 | 18 | -7 | 6 | -5 | -16
INS-1E GSIS act | -15 | -22 | 28 | -6 | 15 | -8
Xi reactivation | -0.9 | 0.1 | 0.1 | 0.1 | 0.2 | 0.1
ARNT TACC3 PPI | -9 | -2 | · | -2 | · | -5

A different layout for some results above:
Sequence of screens: F508del corr, DENV2 CPE, ERp5 inh, EWS-Fli block, PAX8 inh HTS, INS-1E GSIS act, Xi reactivation, ARNT TACC3 PPI
#17 C[C@H]1CN([C@@H](C)CO)C(=O)c2cc(NC(=O)CCC(F)(F)F)ccc2O[C@@H]1CN(C)Cc1ccc2c(c1)OCO2
    -1.8, ·, ·, -8, -5, 15, 0.2, ·
#18 CCN1C(=O)[C@H]2[C@@H](c3ccc(-c4ccccc4)cc3)N[C@@](C)(C(=O)OC)[C@H]2C1=O
    -2.7, 4, -1, -6, -16, -8, 0.1, -5

Next part
19: CCOc1ccc(CCNC(=O)CN2C(=O)NC3(CCCC3)C2=O)cc1OCC
20: COCC(=O)N1[C@H](CO)[C@@H](c2ccccc2C2=CCCCC2)[C@@H]1C#N
21: CCOC(=O)c1ccc(NC(=O)Nc2ccccn2)cc1
22: Brc1nc(-c2ccccc2)nc(-c2ccccc2)c1Br
23: COc1cc(NC(=O)c2cc(C)on2)cc(C(=O)Nc2cccc(C(F)(F)F)c2)c1
24: O=C(NNc1nc(-c2ccccc2)cs1)c1cccs1
assay / compound | 19 | 20 | 21 | 22 | 23 | 24
F508del corr | 1.2 | 0.1 | -1.0 | 2.7 | 1.4&0.4 | 4.1
DENV2 CPE | 6 | ? | -6 | -3 | 4&-1 | -3
ERp5 inh | 5 | -2 | 0 | 0 | -6&2 | -3
EWS-Fli block | 1 | 3 | -69 | 43 | 17&7 | -2
PAX8 inh HTS | 2 | · | -135 | 10 | 86* | 1
INS-1E GSIS act | -8 | 6 | 16 | -6 | -23&-21 | ·
Xi reactivation | 0.0 | 0.0 | 0.0 | 0.0 | 0.3&0.0 | 0.2
ARNT TACC3 PPI | -1 | · | -2 | · | -5 | ·

One compound at a time, from the list above:
Profile of COCC(=O)N1[C@H](CO)[C@@H](c2ccccc2C2=CCCCC2)[C@@H]1C#N : F508del corr: 0.1; DENV2 CPE: ?; ERp5 inh: -2; EWS-Fli block: 3; PAX8 inh HTS: ·; INS-1E GSIS act: 6; Xi reactivation: 0.0; ARNT TACC3 PPI: ·
Profile of CCOc1ccc(CCNC(=O)CN2C(=O)NC3(CCCC3)C2=O)cc1OCC : F508del corr: 1.2; DENV2 CPE: 6; ERp5 inh: 5; EWS-Fli block: 1; PAX8 inh HTS: 2; INS-1E GSIS act: -8; Xi reactivation: 0.0; ARNT TACC3 PPI: -1
Profile of Brc1nc(-c2ccccc2)nc(-c2ccccc2)c1Br : F508del corr: 2.7; DENV2 CPE: -3; ERp5 inh: 0; EWS-Fli block: 43; PAX8 inh HTS: 10; INS-1E GSIS act: -6; Xi reactivation: 0.0; ARNT TACC3 PPI: ·

(cont.)
25: COc1cc(NC(=S)NCc2ccco2)c(OC)cc1Cl
26: O=C(Nc1ccc(S(=O)(=O)N2CCOCC2)cc1)c1ccc([N+](=O)[O-])cc1Cl
27: CCC(=O)N(C)C[C@H]1Oc2cc(/C=C/c3ccccc3)ccc2S(=O)(=O)N([C@@H](C)CO)C[C@@H]1C
28: C[C@@H]1CN([C@H](C)CO)C(=O)c2cc(-c3cccc(C(=O)N(C)C)c3)cnc2O[C@H]1CN(C)S(=O)(=O)c1cccc(F)c1
29: C=CCN1C(C(=O)c2ccccc2)=C(OC(=O)COc2ccccc2)c2ccccc2S1(=O)=O
30: Nc1nc2ncccc2cc1C(=O)NC1CCCCC1
31: Cn1c(=O)c2[nH]c(Cc3ccsc3)nc2n(C)c1=O
32: CC12CC(NC(=O)N1Cc1ccccc1)c1ccccc1O2 (stereo not drawn)
assay / compound | 25 | 26 | 27 | 28 | 29 | 30 | 31 | 32
F508del corr | 0.0 | 2.6 | -4.1 | 2.5 | · | -4.6 | -2.3 | ·
DENV2 CPE | ? | -2 | -3 | -6 | 5 | 1 | 0 | ·
ERp5 inh | -2 | 2 | -7 | 0 | -1 | -3 | -6 | -4
EWS-Fli block | -2 | 10 | 0 | -23 | · | -1 | -4 | ·
PAX8 inh HTS | -14 | 6 | · | · | 17 | 2 | 13 | 2
INS-1E GSIS act | -8 | -13 | -19 | -4 | -7 | 42 | 3 | 8
Xi reactivation | 0.1 | -0.1 | -0.6 | 0.9 | 0.1 | 0.1 | 0.2 | ·
ARNT TACC3 PPI | · | 3 | 2 | -6 | 9 | · | -6 | -2

Individual results from the results shown:
#31 | DENV2 CPE: 0
#26 | DENV2 CPE: -2
#30 | F508del corr: -4.6
#29 | PAX8 inh HTS: 17
#27 | F508del corr: -4.1
#32 | ERp5 inh: -4
